PriA SSB inh = inhibitors of Klebsiella pneumoniae PriA binding to SSB C-terminal tail, primary screen, biochemical, AlphaScreen. 430,000 compounds, 0.6% hits. PriA–SSB C-terminal tail interaction (Klebsiella pneumoniae). inhibition, % at 33 µM. AlphaScreen SSBct-PriA binding, biotinylated peptide. AID 1272365, 2023; in the data active = inhibition mostly above about 37%, no sharp cut-off; inactive = mostly below about 20%;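 note: plate controls were negative control peptide for no effect and reference peptide for full effect; strong numbers were not always called active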
PrPC TRFRET = inhibitors of human cell surface prion protein PrPC, primary screen, cell-based, TR-FRET; AID 720596, 2013; TR-FRET read-out; inhibition, % at 13.8 µM; Major prion protein (Homo sapiens), P04156; 370,000 compounds, 0.43% hits; in the data active = inhibition above about 24%; note: 0% = median of the test wells and 100% = reference compound wells
SARS 3CLpro inh = SARS-CoV 3CLpro protease inhibitors, primary screen, biochemical, quenched FRET; inhibition, % at 6 µM; Replicase polyprotein 1ab (Severe acute respiratory syndrome coronavirus), P0C6X7; 290,000 compounds, 0.14% hits; recombinant SARS-CoV 3CLpro, quenched FRET peptide cleavage; in the data active = inhibition above about 12%
CCHFV vOTU inh = CCHFV vOTU protease inhibitors, primary screen, biochemical, Pep-AMC substrate, fluorescence; inhibition, % at 11.5 µM; Crimean-Congo hemorrhagic fever virus L polyprotein viral ovarian tumor (vOTU) protease …; 370,000 compounds, 0.55% hits; AID 651958, 2012; in the data active = inhibition above about 30%; note: 0% = vehicle wells with enzyme and 100% = no enzyme wells
MazEF act = activators of E. coli MazEF toxin-antitoxin RNase, primary screen, biochemical, fluorescence, uHTS | Endoribonuclease toxin MazF (Escherichia coli (strain K12)), P0AE70 | FAM/BHQ RNA-DNA oligo cleavage fluorescence, 5 h | activation, % at 20 µM | 350,000 compounds, 0.32% hits; in the data active = activation above about 50%
Target sequence (P0AE70 whole entry, looked up): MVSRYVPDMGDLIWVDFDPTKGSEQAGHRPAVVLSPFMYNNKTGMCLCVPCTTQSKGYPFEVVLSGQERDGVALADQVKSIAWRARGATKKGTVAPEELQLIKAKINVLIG
VHR inh abs = VHR1 phosphatase inhibitors, primary screen, biochemical, absorbance, uHTS; inhibition, % at 13.3 µM; 290,000 compounds, 0.52% hits; recombinant VHR phosphatase, pNPP absorbance; in the data active = inhibition above about 50%; note: some compounds called inactive have numbers as strong as hits
Target sequence (P51452 whole entry, looked up): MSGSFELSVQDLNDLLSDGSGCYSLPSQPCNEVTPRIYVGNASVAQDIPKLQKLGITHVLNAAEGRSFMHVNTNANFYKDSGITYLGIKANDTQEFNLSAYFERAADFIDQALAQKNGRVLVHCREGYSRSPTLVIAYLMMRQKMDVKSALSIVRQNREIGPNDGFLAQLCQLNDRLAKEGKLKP
Anthrax LF prot = Bacillus anthracis LF protease inhibitors, primary screen, biochemical, multiplex microsphere, MLPCN library. Lethal factor (Bacillus anthracis), P15917. multiplex microsphere protease cleavage assay. inhibition, % at 10 µM. 360,000 compounds, 0.12% hits. AID 588501, 2011; note: plate controls were buffer without enzyme for full effect and enzyme alone for no effect
BoNT-F LC inh = BoNT/F light chain protease inhibitors, primary screen, biochemical, flow cytometry, MLPCN library; 360,000 compounds, 0.22% hits; Botulinum neurotoxin type F light chain protease (Clostridium botulinum); Multiplex microsphere protease cleavage assay; inhibition, % at 10 µM; in the data active = inhibition above about 35%, passing the limit was not always enough; inconclusive = no clear call, values can overlap the other calls; note: plate controls were buffer without enzyme for full effect and enzyme alone for no effect
Rv3671c inh = Rv3671c serine protease inhibitors, primary screen, biochemical, fluorescence polarization, M. tuberculosis H37Rv; 320,000 compounds, 0.048% hits; P9WHR9; inhibition, % at 5.96 µM; AID 2606, 2010; in the data active = inhibition above about 38%;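 note: extracellular domain of Rv3671c used as enzyme; 0% = enzyme with DMSO and 100% = no enzyme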
Target sequence (P9WHR9 whole entry, looked up, the tested form may be a part): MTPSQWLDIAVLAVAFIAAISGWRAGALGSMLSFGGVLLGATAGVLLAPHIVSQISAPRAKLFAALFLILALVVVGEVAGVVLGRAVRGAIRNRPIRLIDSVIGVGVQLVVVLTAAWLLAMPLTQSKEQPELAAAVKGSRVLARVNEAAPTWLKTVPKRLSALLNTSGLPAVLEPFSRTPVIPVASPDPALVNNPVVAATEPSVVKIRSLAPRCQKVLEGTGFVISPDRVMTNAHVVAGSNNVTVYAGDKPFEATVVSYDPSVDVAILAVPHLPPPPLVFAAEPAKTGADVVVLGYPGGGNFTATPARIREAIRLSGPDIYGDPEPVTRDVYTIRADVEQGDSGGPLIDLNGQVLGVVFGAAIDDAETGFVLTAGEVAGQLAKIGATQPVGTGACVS
BoNT-A LC inh2 = BoNT/A light chain protease inhibitors, primary screen, biochemical, flow cytometry, MLPCN library | Botulinum neurotoxin type A light chain protease (Clostridium botulinum A str. ATCC 3502) | 360,000 compounds, 0.17% hits | multiplex microsphere protease substrate cleavage | inhibition, % at 10 µM; note: plate controls were buffer without enzyme for full effect and enzyme alone for no effect
An asterisk follows results filed as active; ? = inconclusive; . = no result given; & = joins results of further samples. Cut-off read from the data, not from the text of the source, unless noted: active = inhibition above about 30%; inconclusive = no clear call, values can overlap the other calls; inactive = below that.

SMILES	PriA SSB inh	PrPC TRFRET	SARS 3CLpro inh	CCHFV vOTU inh	MazEF act	VHR inh abs	Anthrax LF prot	BoNT-F LC inh	Rv3671c inh	BoNT-A LC inh2
COc1ccc(NS(=O)(=O)c2cc(NC(=O)[C@@H](NC(=O)c3ccccc3)C(C)C)ccc2C)cc1	-4	2	2	10	-12	-1	4	2	-17	0.5
Cc1ccc(NC(=O)Cc2cn3ccsc3n2)nc1	-14	-1	-2	-1	-1	16	.	.	9	.
CNC(=S)N/N=C/c1cc(Br)c(OCc2ccncc2)c(OC)c1	.	7	-4	6	6	10	-10	?	-2	-2.1
O=C1NC(=O)C(Cc2ccccc2)C(=O)N1	-1	-3	.	-4	-6	.	-2	-5	.	-0.1
NNc1ncnc2sc3c(c12)CCC3	-2	-4	-2	-6	1	7	-10	-5	5	-2.7
Cc1cc(C)nc(/N=C(\N)Nc2ccc(S(=O)(=O)Nc3nccc(C)n3)cc2)n1	.	8	5	21	-16	15	-1	-1	5	-0.6
O=C(CN1CCN(C(=O)COc2cccc(F)c2)CC1)Nc1ccc(Cl)c(C(F)(F)F)c1	2	-4	.	20	-3	.	0	-3	0	0.2
CCOC(=O)N1CCN(C(=O)c2ccc3nc4cc(Cl)ccc4c(=O)n3c2)CC1	-10	-8	1	-32	-3	.	1	0	-2	0.6
CCOC(=O)C(CO)NC(=O)C1(NC(C)=O)CCCC1 (centres undefined)	-6	-2	.	6	5	.	5	0	.	0.6
CC(C)(C)OC(=O)N1CCC(C(=O)N[C@@H](Cc2c[nH]c3ccccc23)C(=O)O)CC1	0	-10	-4	12	2	7	-3	-3	-9	-1.2
Cc1ccc(S(=O)(=O)N2CCCCC2)cc1NC(=O)c1cccs1	-2	9	.	15	3	.	-2	1	0	-0.2
COc1cccc(CNC(=O)Cc2ccc(NC(=O)C3=C(C)OCCS3)cc2)c1	-1	1	1	4	-43	-2	-3	4	-2	0.5
Cc1cc(/C=C2\C(=O)NC(=S)N(C)C2=O)c(C)n1C1CCCCC1	-22	-4	-2	-12	-3	6	-2	2	0	0.1
CC(OC(=O)c1cccc(S(=O)(=O)N2CCCC2)c1)C(=O)c1ccccc1 (centres undefined)	-11	6	3	13	-7	18	-2	0	-7	-0.2
Cc1ccnc(NC(=O)CCCc2ccc(N(CCCl)CCCl)cc2)n1	15	6	.	-6	13	.	-11	-30	.	-0.1
Cc1ccc(C(=O)C(C(=O)/C=C/c2ccccc2)=C2SCCCS2)cc1	3	16	4	14	4	-5	0	1	-15	0.4
Cc1[nH]c(C)c(S(=O)(=O)N2CCN(c3cccc(Cl)c3)CC2)c1C(=O)N1CCCCC1	0	-2	-5	1	6	13	3	0	6	1.2
CC1CC(C)CN(C(=O)COc2ccc([N+](=O)[O-])cc2Cl)C1 (centres undefined)	-3	-1	1	0	5	24	2	-1	-3	0.3
Cc1ccc2c(c1)N(CC(=O)NCCc1c[nH]c3ccccc13)C(=O)CO2	8	10	-5	-10	1	7	-3	-2	-1	-2.2
O=C(NC(=S)NCC1CCCO1)c1ccccc1F (centres undefined)	-16	-4	-3	-14	-4	11	1	4	6	-0.2
CC(NC(=O)c1ccccc1)C(=O)N/N=C/c1cccc([N+](=O)[O-])c1 (centres undefined)	.	-9	-2	-8	0	34	0	-4	0	0.1
COc1ccccc1OCCNC(=O)C(CCSC)NC(=O)c1ccccc1Cl (centres undefined)	-10	2	.	3	1	.	0	2	0	-2.5
COc1cc(C(=O)Nc2ccccc2C(=O)NCc2cccnc2)cc(OC)c1OC	3	1	-3	10	-31	28	-2	-1	-4	0.3
Cc1ccc(N2C(=O)CC(N3CCN/C3=C3\CC/C(=C\c4ccccc4)C3=O)C2=O)cc1 (centres undefined)	.	0	0	4	-3	0	-6	-9	2	-0.6
COc1cc(OC)cc(-c2noc(-c3csc([C@@H]4C[C@H](O)[C@@H](CO)O4)n3)n2)c1	.	10	.	12	.	.	-8	2	.	0.4
(more compounds)
SMILES	PriA SSB inh	PrPC TRFRET	SARS 3CLpro inh	CCHFV vOTU inh	MazEF act	VHR inh abs	Anthrax LF prot	BoNT-F LC inh	Rv3671c inh	BoNT-A LC inh2
Cc1ccc([C@H]2C(C(=O)O)=CC[C@@H](c3ccc(Cl)cc3)N2S(=O)(=O)c2ccccc2C)cc1	-6	.	.	.	-5	.	-7	-5	-8	-0.4
N#CC(=Cc1ccccn1)c1nc(-c2ccc(Cl)cc2)cs1	.	-4	.	-6	13	.	-3	1	.	0.6
Cc1ccc(NC(=O)CCCNC(=O)c2ccc(Cl)cc2)cc1S(=O)(=O)N1CCOCC1	-6	4	.	6	-1	.	-5	-8	-3	-0.9
COc1cccc(OC)c1C(=O)OCC(=O)NC1CCCCCC1	-5	2	.	8	3	.	.	.	-5	.
CC(=O)Nc1cc(-c2cccc(CO)c2)cn2c(-c3ccc(C(C)=O)cc3)cnc12	.	-17	.	20	.	.	7	5	.	0.2
O=C(NC(CC(=O)N1CCN(c2ccccc2O)CC1)c1ccccc1)c1ccccc1Cl (centres undefined)	-4	-8	.	14	-8	.	-6	3	0	-0.1
Cc1ccc(-n2nc3c(c2NC(=O)C(C)C)CS(=O)(=O)C3)cc1	-4	.	-3	.	13	11	4	-5	-3	-2.0
COc1ccccc1N1CCN(C(=O)c2cc3cc(Br)ccc3oc2=O)CC1	8	7	-4	1	-8	17	-6	-3	4	-1.0
Cc1ccc2nc(-c3ccccc3)cc(C(=O)NNC(=O)c3csc(N4CCOCC4)n3)c2c1	-4	3	.	11	-4	.	0	-8	-9	-0.2
CC(SCc1ccc(C(=O)O)o1)c1ccc(C(=O)O)o1 (centres undefined)	-4	-4	1	-12	5	7	4	23	-6	0.8
CC[C@]12c3[nH]c4ccc(OC)cc4c3CCN1C(=O)C(CC(=O)NC(C)(C)C)C[C@@H]2C(=O)N1CCN(C(=O)c2ccco2)CC1 (some centres undefined)	-2	-1	.	14	10	.	8	-8	.	-0.1
COc1cccc(CC(NC(C)=O)C(=O)NC2CCN(c3nc(C)cc(C)c3C#N)CC2)c1OC (centres undefined)	-13	-6	2	-14	-2	-17	-1	-17	4	0.1
Cc1cc(Cl)ccc1NC(=O)CCCN1C(=O)CCC1=O	-10	-3	4	-5	2	23	-1	-6	-6	-0.2
COc1ccc(-n2c(C)cc(C(=O)COC(=O)c3ccc(O)cc3O)c2C)cc1	4	8	.	17	-3	.	0	0	-67	-0.7
CC1(C(=O)NS(=O)(=O)Cc2ccccc2C(F)(F)F)CCN1C(=O)Cc1cccs1 (centres undefined)	.	-4	.	-4	.	.	5	0	.	-0.3
CCC1=C2CC[C@H]3C(=O)N(CC)C(=O)[C@H]3[C@H]2[C@@]2(Cc3ccccc3)C(=NCc3ccccc3)OC(=O)N2C1=O	-5	6	.	8	-26	22	-8	-2	-12	-0.6
CCc1ccccc1NC(=S)N1CCCCCC1	-3	7	-4	-3	-4	4	0	9	.	0.6
N#C/C(=C\c1cccs1)C(=O)NCc1cccnc1	4	-6	6	-3	0	-2	-2	1	14	0.1
CN1CCN(Cn2cc(/C=C/C(=O)c3ccccc3)c3ccccc32)CC1	-7	.	-2	.	-13	-2	4	-10	0	3.5
COc1ccc(Cl)cc1NC(=O)COC(=O)CCNC(C)=O	-8	-1	2	15	-6	26	3	7	4	0.9
CCN1CCN(CC(=O)N2N=C(c3cccs3)CC2c2ccc(OC)cc2)C(=O)C1=O (centres undefined)	-7	-1	-2	-2	13	6	3	-9	4	-0.5
CCc1nnc(NS(=O)(=O)c2ccc(N=Cc3c(O)n(-c4ccc(Cl)cc4)c(=O)[nH]c3=O)cc2)s1	-3	12	3	8	-34	10	8	14	1	1.7
Cc1ccc(S(=O)(=O)NC(C(=O)Oc2ccc3ccc(=O)oc3c2)c2ccccc2)cc1 (centres undefined)	-2	0	5	-343	-5	-4	0	4	-11	1.3
COCCN1C[C@@H](CO)O[C@@H](n2cnc3c(NCc4ccco4)ncnc32)C1	.	2	.	-1	.	.	-9	5	.	0.5
CCc1cc(S(=O)(=O)N2CCN(C(=O)c3ccco3)CC2)ccc1OC	-15	-2	-3	-11	3	25	22	?	1	-3.2

Three compounds already listed, arranged by molecular weight, ascending:
SMILES	PriA SSB inh	PrPC TRFRET	SARS 3CLpro inh	CCHFV vOTU inh	MazEF act	VHR inh abs	Anthrax LF prot	BoNT-F LC inh	Rv3671c inh	BoNT-A LC inh2
CC(SCc1ccc(C(=O)O)o1)c1ccc(C(=O)O)o1 (centres undefined)	-4	-4	1	-12	5	7	4	23	-6	0.8
COc1ccc(Cl)cc1NC(=O)COC(=O)CCNC(C)=O	-8	-1	2	15	-6	26	3	7	4	0.9
Cc1ccc(-n2nc3c(c2NC(=O)C(C)C)CS(=O)(=O)C3)cc1	-4	.	-3	.	13	11	4	-5	-3	-2.0

(more compounds)
SMILES	PriA SSB inh	PrPC TRFRET	SARS 3CLpro inh	CCHFV vOTU inh	MazEF act	VHR inh abs	Anthrax LF prot	BoNT-F LC inh	Rv3671c inh	BoNT-A LC inh2
O=C1CC(=O)N(c2ccc3c(c2)OCO3)C(=O)N1	-17	1	3	1	-15	4	2	-3	-2	0.5
CCOC(=O)C1CCCN(C(=O)c2c(-c3ccccc3)noc2C)CC1 (centres undefined)	.	0	.	-4	.	.	3	7	.	0.4
Cc1nc(-c2ccccc2)sc1C(=O)O	-8	-2	6	9	-12	2	0	2	-3	0.1
Cc1cc(Cl)c(S(=O)(=O)NCC2CCCO2)cc1OCC(=O)NC1CCCCC1 (centres undefined)	-3	10	0	0	-11	16	5	-5	-2	-1.9
NC(=O)C1CCN(c2c([N+](=O)[O-])cc(C(F)(F)F)cc2[N+](=O)[O-])CC1	-7	-15	1	-2	1	16	-7	?	4	-1.8
Cc1onc(C(=O)Nc2c(C)n(C)n(-c3ccccc3)c2=O)c1[N+](=O)[O-]	-2	-7	-3	23	6	-5	-2	5	-1	-0.1
COc1ccc(N2C(=O)CC(N3CCN(S(=O)(=O)c4ccc(Cl)cc4)CC3)C2=O)cc1 (centres undefined)	2	-1	1	0	3	13	-4	1	2	0.0
O=C(COc1cccc2ccccc12)Nc1cc(Cl)ccc1C(=O)O	-7	3	9	24	1	-3	-6	-15	-25	0.5
COC(=O)c1c(-c2cccs2)csc1NC(=O)c1cccnc1	-11&-41	-2	-5	-1	-8	6	-7	-4	-14	-0.2
CC1CN(S(=O)(=O)c2ccc(C(=O)Nc3nnc(-c4ccco4)o3)cc2)CC(C)O1 (centres undefined)	-2	-2	1	21	8	10	-1	1	-11	-0.1
COc1ccc(OC)c(S(=O)(=O)N2CCC(C(=O)NCCc3ccccc3)CC2)c1	-29	2	3	-15	-2	4	5	-5	10	0.5
COc1cccc(/C=c2\s/c(=C/C(=O)c3ccc(C)cc3)[nH]c2=O)c1OC	.	3	1	8	-8	-10	1	-3	-5	0.6
COc1ccc(C(=O)Oc2ccc(C(C)=O)cc2)c(OC)c1	-7	10	-1	12	5	18	0	-23	0	-0.5
c1ccc2sc(NC3=NCN(C4CCCCCC4)CN3)nc2c1	-6	-1	-4	2	4	33	-1	0	1	0.0
CC(C)(C)c1ccc(C(=O)N2CCC2(C)C(=O)NCC(F)(F)F)cc1 (centres undefined)	.	-4	.	2	.	.	0	0	.	0.1
CSc1ccc(CCNC(=O)c2cc(-c3ccccc3)c(N3CCOCC3)s2)cc1	-7	-2	-1	4	-12	30	-3	-7	-6	-0.9

Screening data from PubChem BioAssay.

A portion of the library; rates above refer to the full screens.
